# CHRM1 agonist: agonists of human M1 muscarinic receptor; P11229; CHO-K1 hM1, Fluo-8 calcium fluorescence, agonist mode; 0% DMSO, 100% acetylcholine EC100; activation, % at 3 µM; 0.33% of 360,000 active; AID 588814;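 active = activation above the run's mean compound activation plus 3 SD, cut at about 16% in these data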;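 note: peak over basal fluorescence ratio within a 140 s kinetic read after compound addition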
# M4 ag: agonists of human muscarinic M4 receptor (CHRM4) | P08173 | CHO-K1 hM4/Gqi5, Fluo-8 calcium fluorescence; vehicle 0%, full acetylcholine response 100% | activation, % at 3 µM | 0.14% of 360,000 active;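 active = activation above the run mean over all test wells plus 3 SD, cut at about 32% in these data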;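 note: peak over basal fluorescence ratio per well then scaled between controls; 0% = DMSO wells and 100% = acetylcholine at EC100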
# Target sequence (P08173 whole entry, looked up): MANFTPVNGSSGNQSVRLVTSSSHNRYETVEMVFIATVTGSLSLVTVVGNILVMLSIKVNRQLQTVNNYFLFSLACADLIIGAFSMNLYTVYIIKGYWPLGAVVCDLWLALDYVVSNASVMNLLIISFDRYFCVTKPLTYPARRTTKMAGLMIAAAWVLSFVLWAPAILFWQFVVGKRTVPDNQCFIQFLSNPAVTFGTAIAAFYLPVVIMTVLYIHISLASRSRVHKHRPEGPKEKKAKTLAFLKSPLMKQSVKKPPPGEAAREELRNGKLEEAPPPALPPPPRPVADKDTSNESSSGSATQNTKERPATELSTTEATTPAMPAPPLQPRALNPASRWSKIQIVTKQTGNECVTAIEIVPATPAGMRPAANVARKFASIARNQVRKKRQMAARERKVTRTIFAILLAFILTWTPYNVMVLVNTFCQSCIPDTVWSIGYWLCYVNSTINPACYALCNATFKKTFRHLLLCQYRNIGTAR
# M5 PAM: positive allosteric modulators of human muscarinic M5 receptor; CHO-K1 hM5, Fluo-8 calcium, ACh EC20 PAM; 0% = ACh EC20, 100% = ACh EC100; activation, % at 3 µM; P08912; 0.3% of 360,000 active;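 active = activation above the run cutoff, the mean activation of all test compounds plus 3 SD, cut at about 18% in these data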
# Target sequence (P08912 whole entry, looked up): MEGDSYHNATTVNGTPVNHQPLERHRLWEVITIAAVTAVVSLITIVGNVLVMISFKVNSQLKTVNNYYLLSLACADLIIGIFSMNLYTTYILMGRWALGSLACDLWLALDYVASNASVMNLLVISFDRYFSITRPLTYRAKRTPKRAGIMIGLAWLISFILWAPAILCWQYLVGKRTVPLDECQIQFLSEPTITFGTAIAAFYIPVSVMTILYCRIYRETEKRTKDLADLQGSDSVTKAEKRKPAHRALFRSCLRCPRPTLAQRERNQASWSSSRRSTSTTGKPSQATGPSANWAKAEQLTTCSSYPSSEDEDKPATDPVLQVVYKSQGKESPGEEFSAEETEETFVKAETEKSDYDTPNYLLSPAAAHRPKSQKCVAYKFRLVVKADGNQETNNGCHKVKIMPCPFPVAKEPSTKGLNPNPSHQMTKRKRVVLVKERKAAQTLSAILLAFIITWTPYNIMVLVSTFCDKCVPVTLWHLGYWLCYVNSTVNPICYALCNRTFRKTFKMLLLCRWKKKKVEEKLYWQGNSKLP
#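 Assay system – human M5 receptor in CHO-K1 cells · Read-out – % activation, ACh-normalized · Technique – Fluo-8 calcium fluorescence · Dosing – single-point, 3 µM nominal · Incubation – Fluo-8 loading 80 min at 37 °C plus 30 min room temperature · Repeats – singlicate, one well per test compound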
# M1 PAM: human CHRM1 positive allosteric modulation; P11229; CHO-K1 hM1, Fluo-8 calcium fluorescence, ACh EC20; 0% = ACh EC20, 100% = maximal ACh; activation, % at 3 µM; 0.088% of 360,000 active; in the data active = activation above about 19%, passing the limit was not always enough
# M5 antag: CHRM5 antagonism in calcium assay; CHO-hM5 cells, Fluo-8 calcium fluorescence, ACh EC80; inhibition, % at 3 µM; 0.59% of 360,000 active;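 active = inhibition above a per-plate cutoff, the mean of that plate's test compounds plus 3 SD, cut at about 27% in these data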;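 note: 0% = acetylcholine EC80 with DMSO and 100% = DMSO without agonist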
# CHRM1 antagonist: antagonists of human M1 muscarinic receptor; CHO-K1 hM1, Fluo-8 calcium fluorescence, ACh EC80 antagonist; inhibition, % at 3 µM; P11229; 1.3% of 360,000 active; AID 588852;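 active = percent inhibition above its own plate's cutoff, namely the mean of that plate's compound wells plus 3 SD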;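 note: peak over basal fluorescence ratio during 140 s after agonist addition; 0% = ACh EC80 plus DMSO and 100% = DMSO alone without agonist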
# TAAR1 ag: agonists of human TAAR1; Q96RJ0; CHO RD-HGA16 TAAR1, Fluo-8 calcium fluorescence; vehicle wells 0%, saturating PEA agonist 100%; activation, % at 3 µM; 0.99% of 360,000 active;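 active = activation above the mean activation of all test compounds in the run plus 3 SD, cut at about 38% in these data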
#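 System: CHO-derived RD-HGA16 cells with stable Gα16 and human TAAR1. Times: 17-24 h plating, Fluo-8 75 min 37 °C, 30 min RT. Measured by: calcium-sensitive Fluo-8 signal, excitation 470-495, emission 515-575 nm. Read-out basis: % activation relative to PEA EC100 response. Control set: DMSO and PEA EC100. Repeats: no replicates (n 1).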
# CHRM5 agonist: agonists of human muscarinic M5 receptor (CHRM5) | P08912 | CHO-K1 hM5 cells, Fluo-8 calcium fluorescence; 0% DMSO wells, 100% maximal acetylcholine response | activation, % at 3 µM | 0.19% of 360,000 active;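 active = activation above the run's mean over test compounds plus 3 SD, cut at about 23% in these data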;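 note: signal is peak over basal fluorescence ratio across the kinetic read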
# CHRM4 antagonist: antagonists of human muscarinic M4 receptor (CHRM4); P08173; CHO-hM4 cells, ACh EC80, Fluo-8 calcium fluorescence; inhibition, % at 3 µM; 0.73% of 360,000 active; AID 624125;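 active = inhibition above its plate's cutoff, the mean inhibition of sample wells plus 3 SD, cut at about 27% in these data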;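 note: 0% = acetylcholine EC80 with DMSO and 100% = DMSO without agonist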
# The depositor's hits bear a star; . = no result given.
SMILES	CHRM1 agonist	M4 ag	M5 PAM	M1 PAM	M5 antag	CHRM1 antagonist	TAAR1 ag	CHRM5 agonist	CHRM4 antagonist
C=CCC[C@H](Cc1ccc(F)cc1)C(=O)O[C@H](CNC(=O)[C@@H](CC=C)CC(=O)N(CCO)Cc1ccccc1)c1ccccc1	-6	3	0	0	1	5	8	0	-4
O=CN1CCCN(Cc2nc(-c3cccc(Cl)c3)no2)CC1	-5	2	4	-2	1	3	3	0	-7
O=C(NCc1cccnc1)C1c2ccccc2C(=O)N1Cc1ccccc1 (centres undefined)	-2	0	-1	-7	2	13	1	0	-1
CC(C)(C)NC(=O)Cn1nc(C(F)(F)F)c2c1CCCC2	-3	1	1	8	4	-6	8	-3	1
Cc1ccc(C(=O)NNC(=O)c2ccc3ncccc3c2)cc1	-2	1	7	5	-3	-1	0	-2	-14
O=C(C[n+]1cc(Br)cc(Br)c1)c1ccc(Cl)cc1	-6	0	2	4	4	-7	-1	-4	-2
CC(=O)c1csc(COc2cc(Cl)cc(Cl)c2)n1	-3	10	-14	-6	10	16	-1	2	-1
CCOC(=O)CSc1nc(N)c(C(=O)Nc2ccc(N(C)C)cc2)s1	-3	11	-8	-7	7	10	13	1	-1
Oc1ccc(C[C@@H]2CNCCN2CC2CCCCC2)cc1	-2	2	2	-9	15	14	18	-2	8
CCOC(=O)c1ccc(NC(=O)CSc2nnc(Cn3c(=O)sc4ccccc43)n2C)cc1	-7	1	1	-6	-2	10	-2	1	1
COc1ccc2cc(C)c(SCC(=O)Nc3cc(C)on3)nc2c1	-3	-1	-8	0	4	2	15	0	-6
Cc1ccc(OCC(=O)Nc2ccc(F)cc2)cc1C	-6	9	-4	-6	-8	6	9	-3	-20
CN(C(=O)c1ccccc1C(=O)OCC(=O)Nc1ccccc1)c1ccccc1	-2	1	1	5	7	-1	4	1	3
CC(=O)Nc1ccc(N2CCN(C(=O)c3cccs3)CC2)cc1	-1	1	0	3	2	-7	10	2	0
CCN(CC)P(=O)(c1ccccc1)c1c(C)nc2ccccn12 (centres undefined)	-4	1	-4	2	9	2	-2	-2	12
CN(C)C(CNC(=O)c1cccc(S(=O)(=O)NCc2ccccc2)c1)c1ccccc1 (centres undefined)	-6	2	-5	-4	5	5	2	-8	1
C=C(C(=O)c1ccccc1)C(CC(=O)c1ccccc1)c1ccccc1 (centres undefined)	-6	-1	-6	-10	3	9	-2	-3	-5
C=CCn1c(CCSCc2ccc(OC)c(C)c2)n[nH]c1=S	2	4	-12	0	4	-3	3	-1	-1
O=C(CC(Cc1ccccc1)c1ccco1)NCc1ccco1 (centres undefined)	-3	0	-3	0	5	1	1	3	-12
COc1ccc(C(=O)NCC(c2ccco2)N2CCc3ccccc3C2)c(OC)c1 (centres undefined)	-5	3	-2	-4	4	2	12	-1	-7
CC1CCN(CCCCOc2ccccc2[N+](=O)[O-])CC1	-15	3	-4	-5	-6	-3	10	-7	-4
CCCCCCN(C(=O)CCCN1C(=O)NC(c2ccc([N+](=O)[O-])cc2)C(C(=O)OCc2ccccc2)=C1C)C(C)C(=O)NCCCC (centres undefined)	-7	1	-2	-10	-9	15	.	-2	-7
Cc1sc(-c2ccccn2)nc1OC(=O)c1ccc(Cl)c(Cl)c1	-4	1	1	-3	5	1	3	0	2
CCOc1ccc(N(CC(=O)N/N=C(\C)c2cccc(NC(C)=O)c2)S(=O)(=O)c2ccccc2)cc1	-4	-1	-1	3	5	-9	3	-2	4
CN(c1ccc(OCC(=O)Nc2ccccc2C(=O)O)cc1)S(=O)(=O)c1ccc(Cl)cc1	-2	1	4	1	3	-2	1	5	9
CN(C)CCn1c(=N)n(CC(O)c2ccc(Cl)c(Cl)c2)c2ccccc21 (centres undefined)	-9	1	-3	-9	6	14	3	-9	8
COC(=O)CC1(C(=O)OC)Oc2ccc(Br)cc2C(=O)N1c1ccc(Br)cc1Cl (centres undefined)	-6	3	-13	-8	16	8	5	-9	1
O=C(Cc1ccccc1)NCC(=O)N1CCCCCC1	-6	0	-3	8	1	-4	8	-3	-1
COC(=O)CCCNC(=O)OCc1ccc([N+](=O)[O-])cc1	-3	1	-2	2	0	-1	8	0	2
O=C(CC[C@H]1O[C@@H](n2cnc3c(NC(=O)c4ccccc4)ncnc32)[C@H](O)[C@@H]1O)N[C@@H](CO)c1ccccc1	-7	0	-1	3	8	2	0	-1	-5
COc1cccc(C(=O)NCC(=O)N/N=C/c2ccc(OC(=O)c3cccs3)c(OC)c2)c1	-7	5	-9	-1	-8	2	0	-4	-18
COc1cccc(CNC(=O)c2cc3c(C)nc4ccccc4c3o2)c1	-2	21	-17	-13	6	10	2	6	9
COc1cccc(C(=O)NCCSc2ccc(F)cc2)c1	-8	11	-12	-1	6	0	2	-2	-6
COc1ccccc1NC(=O)C1C2C=CC(C2)C1C(=O)NCc1cccnc1 (centres undefined)	-2	-1	-4	-7	5	18	1	0	12
CCCn1c(Cc2ccccc2)n[nH]c1=S	-6	1	-5	-6	5	17	-3	-7	4
CC(=O)c1ccc(NC(=O)C[n+]2cccc(C)c2)cc1	-10	1	4	-3	-9	1	0	0	-2
CC1(C(=O)NCc2ccccc2)Cc2c(-c3cccc(C(F)(F)F)c3)ccnc2O1 (centres undefined)	-4	1	0	-2	-4	-1	7	0	2
O=C(NCc1ccc(Cl)cc1Cl)c1ccccn1	-8	0	-3	-8	-2	4	2	-1	7
CC(=O)NC1=NN(C(C)=O)C(C)(c2ccco2)S1 (centres undefined)	-3	1	-5	11	-4	-3	5	4	-10
N=c1ccn(Cc2ccc([N+](=O)[O-])cc2)cc1	-1	1	-2	6	3	0	2	-1	2
Cc1ccc(C(=O)NCC(=O)NCCSc2ccc(Br)cc2)cc1	-2	0	2	14	-6	-15	-2	-4	-9
CCc1nc2ccc(C(=O)N(CC)CCN(C)C)cn2c1N(CC)C(=O)NCCc1ccccc1	-6	0	-3	2	-7	-6	4	-3	-17
Cc1ccc(-n2c(CNc3ccc(F)cc3)nnc2SCC(N)=O)cc1	-4	1	-5	4	0	-4	4	0	-9
O=C(CSc1nc2ccccc2c(=O)n1-c1ccc(F)cc1)NCc1ccco1	-2	1	-10	3	12	1	.	-2	-8
Cc1noc(NS(=O)(=O)c2ccc(NC(=O)CSc3nnc(-c4ccccc4)n3C3CCCCC3)cc2)c1C	-3	0	0	7	-5	-12	8	-3	-17
O=C(c1ccncc1)N1CCN(S(=O)(=O)c2cc(C(F)(F)F)cc(C(F)(F)F)c2)CC1	-1	1	-5	5	3	-7	4	-1	-15
CCOC(=O)N1CCN(CC(O)COc2ccccc2C(C)C)CC1 (centres undefined)	20*	2	-4	-5	0	-2	7	-13	-1
CCN(CC)C(=O)C1=C(C)N(Cc2ccccc2)C(=O)C(CC(=O)NC2CCCCC2)C1 (centres undefined)	-8	1	7	2	-12	-2	-1	-3	-21
C[C@@]12C(=O)N(Cc3ccc(Cl)cc3)CC(=O)N1[C@H]1c3ccccc3OC[C@@H]1[C@@H]2c1ccccc1	-4	3	2	9	10	-25	1	-1	-19
O=C(Nc1ccccc1)N1CCC(c2nc(-c3ccc(S(=O)(=O)N4CCOCC4)cc3)no2)CC1	0	1	-2	5	1	-7	12	3	-2

# No new results follow: an excerpt of the list.
SMILES	CHRM1 agonist	M4 ag	M5 PAM	M1 PAM	M5 antag	CHRM1 antagonist	TAAR1 ag	CHRM5 agonist	CHRM4 antagonist
CN(C)CCn1c(=N)n(CC(O)c2ccc(Cl)c(Cl)c2)c2ccccc21 (centres undefined)	-9	1	-3	-9	6	14	3	-9	8
COC(=O)CC1(C(=O)OC)Oc2ccc(Br)cc2C(=O)N1c1ccc(Br)cc1Cl (centres undefined)	-6	3	-13	-8	16	8	5	-9	1
O=C(Cc1ccccc1)NCC(=O)N1CCCCCC1	-6	0	-3	8	1	-4	8	-3	-1
COC(=O)CCCNC(=O)OCc1ccc([N+](=O)[O-])cc1	-3	1	-2	2	0	-1	8	0	2
O=C(CC[C@H]1O[C@@H](n2cnc3c(NC(=O)c4ccccc4)ncnc32)[C@H](O)[C@@H]1O)N[C@@H](CO)c1ccccc1	-7	0	-1	3	8	2	0	-1	-5

# 5 compounds from above with just M1 PAM and CHRM1 agonist.
SMILES	M1 PAM	CHRM1 agonist
CCc1nc2ccc(C(=O)N(CC)CCN(C)C)cn2c1N(CC)C(=O)NCCc1ccccc1	2	-6
Cc1ccc(-n2c(CNc3ccc(F)cc3)nnc2SCC(N)=O)cc1	4	-4
O=C(CSc1nc2ccccc2c(=O)n1-c1ccc(F)cc1)NCc1ccco1	3	-2
Cc1noc(NS(=O)(=O)c2ccc(NC(=O)CSc3nnc(-c4ccccc4)n3C3CCCCC3)cc2)c1C	7	-3
O=C(c1ccncc1)N1CCN(S(=O)(=O)c2cc(C(F)(F)F)cc(C(F)(F)F)c2)CC1	5	-1

# The results go on:
SMILES	CHRM1 agonist	M4 ag	M5 PAM	M1 PAM	M5 antag	CHRM1 antagonist	TAAR1 ag	CHRM5 agonist	CHRM4 antagonist
CCN(C(=O)COC(=O)c1ccc(Cl)c(N)c1)C1CCS(=O)(=O)C1 (centres undefined)	-6	1	-4	-7	4	26	0	-2	-18
Cc1ccc(N2C(=O)C(NC(=O)c3ccccc3F)(C(F)(F)F)C3=C2CC(C)(C)CC3=O)cc1 (centres undefined)	-1	0	8	0	7	1	4	1	7
Cc1ccc(OC(C)C(=O)N(Cc2cccs2)C2CCS(=O)(=O)C2)cc1C (centres undefined)	-2	3	6	0	4	4	1	1	1
COc1ccc(C(NC(=O)c2cccnc2)c2cc(Cl)c3cccnc3c2O)cc1OC (centres undefined)	0	1	2	1	2	3	22	-2	-5

# An excerpt. The share of hits here may be higher or lower than overall.
